Autofluor 339 = intrinsic fluorescence of library compounds, ex339/em460 – biochemical, MLSMR library, data from DPM-DC assay, artefact control, profiling panel; compound autofluorescence, ex339/em460 nm, NADH buffer; active compounds read high; 1 = no-compound wells, NADH background; fluorescence fold increase at 10 µM; 5.5% of 65,000 active; AID 709;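 active = at 10 µM, mean starting fluorescence two-fold or more over control wells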;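 note: signal is the first read of a kinetic run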
5-HT1A blocker = antagonists of human 5-HT1a serotonin receptor | CHO 5-HT1a Ga15 NFAT-bla reporter, antagonist mode | inhibition, % at 10 µM | P08908 | 0.68% of 62,000 active | AID 612;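 active = inhibition above the mean of all tested compounds plus 3 SD, cut at about 43% in these data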;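 note: receptor stimulated by 5-CT agonist at 100 nM near EC80; beta-lactamase reporter measured by ratiometric fluorescence of a cleavable substrate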
Target sequence (P08908 whole entry, looked up): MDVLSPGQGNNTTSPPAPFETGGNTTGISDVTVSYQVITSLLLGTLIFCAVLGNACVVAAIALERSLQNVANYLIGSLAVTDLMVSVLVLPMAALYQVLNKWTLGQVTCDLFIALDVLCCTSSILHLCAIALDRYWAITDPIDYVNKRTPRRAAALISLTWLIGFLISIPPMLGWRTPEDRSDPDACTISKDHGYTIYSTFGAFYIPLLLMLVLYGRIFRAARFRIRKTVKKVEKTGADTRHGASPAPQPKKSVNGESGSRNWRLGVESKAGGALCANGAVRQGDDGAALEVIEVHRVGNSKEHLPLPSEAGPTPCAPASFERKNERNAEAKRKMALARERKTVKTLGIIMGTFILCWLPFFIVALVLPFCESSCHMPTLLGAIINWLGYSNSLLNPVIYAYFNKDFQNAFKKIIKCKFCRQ
RORA act = activates the human nuclear receptor RORA | CHO-K1 Gal4-RORA LBD luciferase reporter, luminescence; percent increase over mock-subtracted basal signal | activation, % at 10 µM | 1.5% of 65,000 active;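 active = activation above the mean of all tested compounds plus 3 SD, cut at about 49% in these data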;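 note: 0% = DMSO-treated RORA cells and 100% = added signal equal to DMSO minus mock-transfected cells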
A340 absorber = absorbance at 340 nm | compound absorbance at 340 nm, fold over control | fold change at 10 µM | 65,000 tested, under 10 active | AID 708;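 active = at 10 µM dose, initial 340 nm absorbance at least 2 fold that of control wells; inactive = change under 2 fold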;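 note: initial absorbance extrapolated from kinetic A340 decline of NADH oxidation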
MMP13 inh = inhibitors of human MMP13. MMP-13 fTHP FRET cleavage, Mca fluorescence. inhibition, % at 4 µM. 0.07% of 65,000 active. AID 570;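 active = inhibition above the mean of compound-free control plate wells plus 3 SD, cut at about 14% in these data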;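 note: 0% = DMSO wells and 100% = wells with reference MMP-13 inhibitor after basal subtraction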
5HT1a ag = agonists of human 5-HT1a serotonin receptor; P08908; CHO 5-HT1a Ga15 NFAT-bla reporter, FRET ratio; 0% basal, 100% maximal reference agonist; activation, % at 10 µM; 0.56% of 65,000 active;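 active = activation above the screen-wide mean activation plus 3 SD, cut at about 19% in these data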;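 note: 0% = DMSO wells and 100% = 5-CT at EC100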
SF-1 act = activates the human nuclear receptor SF-1 | Q13285 | CHO-K1 Gal4-SF-1 LBD luciferase reporter; % increase over DMSO SF-1-specific signal | activation, % at 10 µM | 1.9% of 65,000 active | AID 522;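 active = activation above the mean activation of all tested compounds plus 3 SD, cut at about 50% in these data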
Target sequence (Q13285 whole entry, looked up, the tested form may be a part): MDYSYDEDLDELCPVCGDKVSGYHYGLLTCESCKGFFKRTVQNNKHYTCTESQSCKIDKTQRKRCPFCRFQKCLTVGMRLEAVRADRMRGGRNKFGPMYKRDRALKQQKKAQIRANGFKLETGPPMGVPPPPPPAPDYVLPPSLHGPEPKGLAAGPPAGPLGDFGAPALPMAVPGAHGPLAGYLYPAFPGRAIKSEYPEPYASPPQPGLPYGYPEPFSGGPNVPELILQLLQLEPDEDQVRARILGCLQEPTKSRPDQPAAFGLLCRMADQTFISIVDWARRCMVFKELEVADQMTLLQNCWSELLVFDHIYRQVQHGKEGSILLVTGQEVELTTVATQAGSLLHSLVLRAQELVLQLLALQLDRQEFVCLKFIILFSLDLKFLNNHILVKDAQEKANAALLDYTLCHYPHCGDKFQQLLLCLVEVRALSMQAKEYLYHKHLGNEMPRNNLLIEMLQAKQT
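Assay system: CHO-K1 cells co-transfected with Gal4 DBD–human SF-1 LBD, 5xGal4 luciferase reporter / Input: 4,000 cells per well / Incubation: 20 h compound exposure at 37 °C after 1 h cell settling / Detection: SteadyLite luciferase luminescence / Control set: DMSO negative control and −SF1 background wells / Replication: one test per compound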
TNAP act DEA = activators of human TNAP at intermediate phosphate acceptor. AID 813. activation factor at 20 µM. P05186. purified TNAP, CDP-star luminescence, 100 mM DEA, 30 min; active compounds read high; scale: 0 levamisole-inhibited, 1 vehicle-only enzyme. 64,000 tested, under 10 active;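 active = activation factor of at least 2 at 20 µM, relative to controls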
NADH coupling = inhibition of NAD/NADH coupling enzymes, library profiling; coupled PK/LDH NADH assays, four targets; IC50, µM (top dose mostly 10 µM), without a hit: at the highest dose inhibition; 0.02% of 65,000 active;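 active = single-dose screening hits from any of four coupled enzyme assays that gave an IC50 when retested across doses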;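 note: the DPM-DC format reads NADH fluorescence rather than 340 nm absorbance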
* hit, by the source's call; nt = no result given; [ ] = dose if it differs, or a comment.

SMILES	Autofluor 339	5-HT1A blocker	RORA act	A340 absorber	MMP13 inh	5HT1a ag	SF-1 act	TNAP act DEA	NADH coupling
Cc1ccc(-c2nn3c(C)nnc3s2)cc1NCc1c(F)cccc1Cl	2.3*	45*	31	1.1	-28	0.0	24	0.9	14%
CC(C)c1nc2oc3c(NCc4cccnc4)ncnc3c2c2c1CCC2	2.1*	-11	-24	1.1	-30	1.4	-26	0.9	8%
CCOc1ccc(OCC)c(NC(=O)CC2Oc3ccc(C)cc3NC2=O)c1 (configuration not stated)	1.1	-10	10	1	0	-1.0	14	1	4%
Cc1nn(C)c(C)c1S(=O)(=O)Nc1ccc2c(c1)OCO2	1.2	2	6	1	1	0.9	-13	1	5%
CCc1ccccc1-n1c(-c2ccncc2)n[nH]c1=S	1.1	13	0	1.1	7	0.1	-2	0.9	9%
O=C(Nc1nnc(CCc2ccccc2)s1)c1cccs1	0.99	15	39	1	9	2.0	54*	0.9	6%
CCOc1ccc(CCNC(=O)c2cccnc2N2CCCC2)cc1OCC	1.1	0	3	1	2	-0.3	18	0.9	11%
O=C(NCc1cccnc1)NC1(c2ccccc2)CC1	1.1	-5	3	1	3	0.8	3	0.9	1%
COc1ccc(-c2noc(CN(C)S(=O)(=O)c3ccc(C)cc3)n2)cc1	1.1	-9	17	1	-1	-1.3	6	0.9	6%
CCOC(=O)c1sc(-c2ccccc2)cc1N	1.7	21	49*	1.1	-21	-6.9	52*	0.9	5%
O=C(OC1CSc2nc3ccccc3n2C1)c1ccco1 (configuration not stated)	1.1	0	-8	1	2	-2.4	-21	0.9	3%
CCCN1Cc2cccc(C(=O)NCc3ccccc3)c2C1=O	1.1	12	-25	1	0	0.9	-23	0.9	3%
CCOC(=O)CNC(=O)c1ccc2[nH]c3c(c2c1)CCCC3	1.3	-3	12	1	-1	-3.6	-8	1	2%
COc1ccc(-c2nnc(SCCc3ccccc3)n2N)cc1	1.1	-9	-3	1	-1	-1.3	18	0.9	4%
COc1cc(NC(=O)Cc2cccs2)cc(OC)c1	1.1	5	-13	1	5	-0.6	-4	0.8	4%
Cc1cc2nc(C)n3c4ccccc4nc3n2n1	1.2	-11	-9	1	-9	-4.6	15	1	1%
Cc1csc(NC(=O)CSc2nc3ccccc3c(=O)[nH]2)n1	0.99	0	-12	1	2	1.7	-1	0.9	4%
CCN1CCN(CC(O)COCc2ccccc2)CC1 (configuration not stated)	1	-1	8	0.99	-72	-2.3	-3	0.9	6%
Cn1c(=O)c2[nH]cnc2n(-c2ccccc2)c1=O	1.2	-3	-13	1	-1	-0.8	-6	0.9	5%
CCOC(=O)CSc1nc2sc(C)c(C)c2c(=O)[nH]1	0.99	14	-15	1	4	1.3	-9	0.9	4%
CC(=O)NCCc1nc2ccccc2[nH]1	1	-9	12	1	-6	1.4	-8	0.9	2%
COc1cc(CC(=O)OCC(=O)Nc2ncc(Cl)cc2Cl)cc(OC)c1OC	1.1	7	12	1	-1	-3.1	-5	0.9	7%
O=c1[nH]c(SCc2ccc(Cl)cc2)nc2c1CCC2	1.1	6	-8	1	33*	-0.7	-14	0.9	8%
O=C(CSc1nnc(-c2cccnc2)o1)Oc1ccccc1	1	-5	-11	1	0	-0.6	-14	1.1	6%
Cn1nc(-c2ccc(N3CCCCC3)c(NC(=O)c3ccco3)c2)c2ccccc2c1=O	1.2	12	-8	1	-3	0.3	-11	0.9	3%
CCCC(=O)Nc1ccc(N2CCN(C(=O)CCC)CC2)cc1	1.1	0	-15	1	0	-2.8	-14	1	14%
CCOC(=O)C1=C(c2ccccc2)NC(=O)NC1c1ccc(N(C)C)cc1 (configuration not stated)	1	-1	-26	0.98	1	-2.1	-10	0.9	1%
CCOC(=O)c1sc2nc(NC(=O)C(C)(C)C)sc2c1C	1.2	-5	38	1	-3	-0.2	44	0.8	3%
Cc1nc2c3c4c(sc3n3c(SCC(=O)NCc5ccco5)nnc3n2n1)COC(C)(C)C4	1.1	-8	7	1.1	0	2.3	-4	0.9	1%
O=C(CCCc1nc2ccccc2s1)Nc1nccs1	1.1	11	-15	1	0	-0.7	3	0.8	5%
CCO/C(C)=N/n1c2nc3ccccc3nc2c2c(=O)n(C3CCCC3)c(C)nc21	1.5	2	31	1.1	-139[fluorescence artefact?]	-0.3	33	0.9	5%
Fc1cccc(NCc2ccoc2)c1	1.1	3	-2	1.1	5	-1.4	1	0.9	1%
CCOC(=O)C1=C(C)NC(=O)NC1/C=C/c1ccccc1 (configuration not stated)	1.1	-2	-34	1	1	-1.7	-1	0.9	7%
COc1cc(OC)cc(-c2nnc(SCC(=O)N3CCOCC3)o2)c1	0.92	10	-3	1	3	-3.5	10	0.8	6%
CSc1ccc(S(=O)(=O)Nc2ccc3c(c2)OCCO3)cc1	1.1	8	5	1	0	-2.9	4	0.9	2%
N#CC(C(=O)Nc1ccc(Cl)c(Cl)c1)=C1Nc2ccccc2N1	1.2	nt	21	0.99	-4	-1.7	4	0.8	3%
Cc1cc(-n2c(C)cc(C(=O)CN3C(=O)NC4(CCCCCC4)C3=O)c2C)no1	0.99	-4	16	1	-8	-1.2	9	0.9	4%
CC(=O)C1=C(O)C(=O)N(Cc2ccco2)C1c1ccccc1 (configuration not stated)	1.2	-10	8	1.1	0	0.3	-17	1	6%
Nc1nnc(SCCOc2ccccc2)s1	1.1	3	39	0.99	-5	0.6	13	0.9	1%
CCOc1ccc2[nH]c(O)c(NC(C)=O)c2c1	1	-6	-2	1	-2	-1.6	-5	0.9	2%
CCOc1ccc(N(CC(=O)O)S(=O)(=O)c2ccc(F)cc2)cc1	1	2	-21	1	-4	74*	11	0.8	2%
CCSc1sccc1C1C(C#N)=C(N)N(c2cccnc2)C2=C1C(=O)CC(C)(C)C2 (configuration not stated)	1.1	25	-17	1.1	2	-0.8	15	1	5%
O=C(OCC#CCSc1nc2ccccc2o1)c1ccco1	0.98	-3	29	0.99	-4	-0.5	23	0.9	4%
COc1ccc(CCNC(=O)CC2Nc3ccccc3NC2=O)cc1OC (configuration not stated)	1.4	-22	-3	1	-4	-0.9	-5	0.9	11%
CCOC(=O)c1ccc(NC(=O)Cn2nnc(-c3ccccc3C)n2)cc1	1.1	1	-2	0.98	1	-2.1	0	0.9	6%
COc1cccc2c3c(c(C)nc12)CC(C)O3 (configuration not stated)	3.7*	2	-7	1	-88[fluorescence artefact?]	-3.1	-9	0.9	5%[fluoresces]
O=C(NCCN1CCOCC1)c1cn(CCc2ccccc2)nn1	1	6	17	0.99	12	-0.4	-13	1	4%
CN=C(Nc1ccc2c(c1)OCO2)SC1CC(=O)N(c2ccccc2)C1=O (configuration not stated)	1.1	-4	-13	0.98	-2	-0.7	2	0.9	2%
CC(=O)OC(C(=O)NCc1ccco1)c1ccncc1 (configuration not stated)	1.1	-4	2	1	3	-2.2	-3	1	5%
Oc1ccc(N2CCN(C(c3cccs3)c3nnnn3CCc3ccccc3)CC2)cc1 (configuration not stated)	1.1	24	-16	1	3	-1.3	-30	0.8	6%
CCOC(=O)c1cccc(NC(=O)CNC(=O)C2CCCCC2)c1	1.1	-5	-2	1	2	-2.0	-14	0.9	4%
O=C(O)C1CCCCC1C(=O)NCc1cn2ccccc2n1 (configuration not stated)	1.2	-7	2	1	-24	-0.8	-7	0.9	1%
CCCCn1c(=NC(=O)c2ccc3c(c2)OCO3)c(C#N)cc2c(=O)n3cccc(C)c3nc21	2.3*	-26	14	1.1	-16	2.7	11	0.9	11%
CCN1CCN(Cc2coc3ccc(C)cc3c2=O)CC1	1.1	-6	-9	1	-8	-2.4	1	0.9	4%
COc1cc2c(c(O)c1OC)C(=O)C(OC)CCC2 (configuration not stated)	1.1	-3	-12	1	2	1.1	-6	1	9%
Cc1ccccc1C(=O)N1CCC(C(=O)Nc2ccc(F)cc2)CC1	1.1	6	9	1	2	-0.4	3	0.9	6%
COC(=O)c1sc(N2C(=O)c3oc4ccccc4c(=O)c3C2c2cccs2)nc1C (configuration not stated)	1.8	-4	17	1.1	-1	-0.7	-11	nt	8%
CCN(CC)CCCNC(=O)N[C@@H](Cc1ccccc1)C(=O)O	1.1	-4	-4	0.95	-1	-1.1	-3	0.9	4%
O=C(CN1CCN(c2ncc(C(F)(F)F)cc2Cl)CC1)Nc1ccc2c(c1)OCO2	1.1	-5	-17	0.99	3	-4.4	-10	0.9	3%
O=C(/C=C\Nc1ccccn1)c1ccc(Cl)cc1	1.2	-8	-64	1.1	-3	-0.7	-64	1	1%

Complete entries, looked up by structure:
CCN(CC)CCCNC(=O)N[C@@H](Cc1ccccc1)C(=O)O as listed: Autofluor 339: 1.1; 5-HT1A blocker: -4; RORA act: -4; A340 absorber: 0.95; MMP13 inh: -1; 5HT1a ag: -1.1; SF-1 act: -3; TNAP act DEA: 0.9; NADH coupling: 4%
COC(=O)c1sc(N2C(=O)c3oc4ccccc4c(=O)c3C2c2cccs2)nc1C (configuration not stated) as listed: Autofluor 339: 1.8; 5-HT1A blocker: -4; RORA act: 17; A340 absorber: 1.1; MMP13 inh: -1; 5HT1a ag: -0.7; SF-1 act: -11; TNAP act DEA: nt; NADH coupling: 8%
CCCCn1c(=NC(=O)c2ccc3c(c2)OCO3)c(C#N)cc2c(=O)n3cccc(C)c3nc21 as listed: Autofluor 339: 2.3*; 5-HT1A blocker: -26; RORA act: 14; A340 absorber: 1.1; MMP13 inh: -16; 5HT1a ag: 2.7; SF-1 act: 11; TNAP act DEA: 0.9; NADH coupling: 11%

Additional records:
SMILES	Autofluor 339	5-HT1A blocker	RORA act	A340 absorber	MMP13 inh	5HT1a ag	SF-1 act	TNAP act DEA	NADH coupling
COc1ccc(OC)c(NC(=O)CSC2=C(C#N)C(c3ccco3)C3=C(CCCC3=O)N2)c1 (configuration not stated)	1.1	nt	-22	1.1	-6	0.8	-12	1	1%
O=C(NCCCN1CCN(Cc2ccccc2Cl)CC1)Nc1ccccc1	1.2	11	-7	1	2	0.6	-3	1	4%
C=CCn1c(COc2ccc(CC)cc2)nnc1SCC(=O)N(C)C1CCS(=O)(=O)C1 (configuration not stated)	1.1	8	-33	1	1	-2.0	-11	1	9%
S=c1[nH]nc(-c2ccco2)n1-c1cccc2ccccc12	1	-12	-4	1	-7	0.6	2	0.8	4%
O=C(c1ccccc1-c1nc(-c2ccc(Cl)cc2)no1)N1CCCC1	1	-2	33	1	4	0.9	18	0.9	4%
O=C(OCC(=O)N1CCOCC1)c1ccc[nH]c1=O	1.1	6	-14	1	5	-2.4	-3	1	5%
CCc1nc(SCc2cccnc2)[nH]c(=O)c1C	1.1	-14	-10	1	0	-2.4	-6	0.9	2%
Cc1cc(C)nc(NC(=NCc2ccc3c(c2)OCO3)NC(=O)Nc2ccccc2)n1	1.1	28	16	1	6	-0.6	-1	0.9	4%
CCOC(=O)N1CC=C2C(C#N)=C(N)C(C#N)(C#N)[C@H](c3cccs3)[C@H]2C1	1.2	nt	-31	1.1	6	2.2	-12	0.9	3%
CCOc1cc(C2Nc3ccccc3C(=O)N2c2ccccc2OC)ccc1O (configuration not stated)	2.5*	nt	5	1	-47	0.8	-4	0.9	2%[fluoresces]
CCCCN1C(=O)C(O)(CC(=O)c2c(C)n[nH]c2C)c2cc(Br)ccc21 (configuration not stated)	1.1	5	23	1	0	-3.3	-4	1	5%
CN(C)CCNc1oc(-c2ccccc2F)nc1C#N	2.5*	-4	14	1	-202[fluorescence artefact?]	-1.7	-16	0.8	4%[fluoresces]
O=C(Cn1nnc(-c2cccc(C(F)(F)F)c2)n1)NC1CCCC1	1.1	-10	11	1	2	-3.5	10	0.9	5%
